proCasp3 act: activators of human procaspase-3 D3A mutant, primary screen, biochemical, absorbance, PC-3 D3A mutant, single concentration. 0.11% of 330,000 active. AID 463141, 2010. recombinant procaspase-3 D3A, Ac-DEVD-pNA absorbance 405 nm. Caspase-3 (Homo sapiens), P42574. activation, % at 8.5 µM;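 active = activation above the mean of all tested compounds plus 3 SD, cut at about 21% in these data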;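 note: 0% = DMSO alone and 100% = DMSO wells spiked with extra 5 µM PC-3 D3A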
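Test system: Procaspase-3 D3A mutant; medium: Zinc-free HEPES/NaCl buffer with 0.01% Triton X-100 at pH 7.4; reagent: DEVD-pNA substrate; doses: one concentration, 8.5 µM nominal, 0.8% DMSO; times: 1 h preincubation plus 2 h reaction at 25 °C; signal: Epi-absorbance at 405 nm of released p-nitroaniline, 0 and 120 min; replicates: singlicate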
PAFAH2 FP inh: PAFAH2 enzyme inhibitors, primary screen, biochemical, fluorescence polarization, human | AID 492956, 2010 | Platelet-activating factor acetylhydrolase 2, cytoplasmic (Homo sapiens), Q99487 | recombinant PAFAH2, FP-rhodamine activity probe | inhibition, % at 3.39 µM | 0.99% of 340,000 active;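 active = inhibition above the mean over all tested compounds plus 3 SD, cut at about 30% in these data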;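 note: inhibitors block probe labeling of enzyme so polarization drops; 0% = enzyme with DMSO and 100% = wells lacking PAFAH2 protein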
core dimer inh: inhibitors of HCV core protein dimerization, primary screen, biochemical, TR-FRET, high-throughput; TR-FRET GST/Flag-core106 dimerization, 1536-well; AID 1899, 2009; 0.33% of 300,000 active; inhibition, % at 5 µM;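 active = inhibition above the mean of all tested compounds plus 3 SD, set per screening campaign, cut at about 45% in these data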
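Test system: GST/Flag-tagged HCV core106 proteins; Medium: KF-containing HEPES buffer, pH 7.45, DTT, CHAPS, BSA; Times: compound-protein-antibody incubation 4 h at 22.5 °C; Detection: TR-FRET 671 and 617 nm emission; Benchmarks: wells lacking GST-core106 and wells with excess unlabelled core106.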
PP1 inh: PP1-alpha phosphatase inhibitors, primary screen, counter-screen for PP5 inhibitor project, biochemical, fluorescence, OMFP substrate, single point; Serine/threonine-protein phosphatase PP1-alpha catalytic subunit (Homo sapiens), P62136; purified PP1alpha; inhibition, % at 6.7 µM; 0.9% of 320,000 active; AID 2235, 2010;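 active = inhibition above the mean inhibition of all tested compounds plus 3 SD, computed separately for each screening campaign, cut at about 15% in these data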
TPT1 inhibitor: Candida albicans TPT1 enzyme inhibitors, primary screen, biochemical, fluorescence polarization | tRNA 2'-phosphotransferase TPT1 (Candida albicans SC5314) | recombinant caTPT1, FP RNA substrate dephosphorylation | inhibition, % at 5 µM | 0.81% of 300,000 active | AID 1962, 2009;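 active = inhibition above the mean of all tested compounds plus 3 SD, set per screening campaign, cut at about 24% in these data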;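 note: plate controls were DMSO alone for no effect and ferristatin control at 100 nM for full effect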
proCasp7 act: procaspase-7 activators, primary screen, counter-screen for procaspase-3 activator project, biochemical, absorbance, HTS, human; activation, % at 8.5 µM; recombinant procaspase-7, Ac-DEVD-pNA absorbance 405 nm; D23A/D198A/D206A triple mutant, cannot self-cleave; scale: DMSO 0, 5 µM enzyme 100; 0.093% of 330,000 active;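 active = percent activation above the screen-wide mean plus 3 SD, cut at about 25% in these data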
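Replicates: singlicate. Assay system: Procaspase-7 triple mutant (PC-7 D3A). Signal: 405 nm absorbance of p-nitroaniline. Times: 1 h preincubation, 2 h reaction. Buffer or medium: Zinc-free HEPES pH 7.4 with 300 mM NaCl, 0.01% Triton X-100. Also added: DEVD-pNA substrate. Benchmarks: DMSO wells as 0%, DMSO with 5 µM added PC-7 as 100%.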
PP5 primary: PP5 phosphatase inhibitors, primary screen, biochemical, fluorescence; Serine/threonine-protein phosphatase 5 (Homo sapiens), P53041; purified PP5c, OMFP substrate fluorescence; inhibition, % at 6.7 µM; 0.18% of 320,000 active; AID 1987, 2009;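 active = inhibition above the campaign's mean inhibition across all tested compounds plus 3 SD, cut at about 9.5% in these data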;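 note: 0% = DMSO only and 100% = 100 µM cantharidin control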
AHR activator: AHR activators, primary screen, cell-based, luminescence, luciferase reporter, human; AHR-responsive luciferase reporter cells; activation, % at 5 µM; AID 2796, 2010; 2.5% of 320,000 active; in the data active = activation above about 47%;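 note: 0% = vehicle wells and 100% = reference agonist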
Target sequence (P35869 whole entry, looked up): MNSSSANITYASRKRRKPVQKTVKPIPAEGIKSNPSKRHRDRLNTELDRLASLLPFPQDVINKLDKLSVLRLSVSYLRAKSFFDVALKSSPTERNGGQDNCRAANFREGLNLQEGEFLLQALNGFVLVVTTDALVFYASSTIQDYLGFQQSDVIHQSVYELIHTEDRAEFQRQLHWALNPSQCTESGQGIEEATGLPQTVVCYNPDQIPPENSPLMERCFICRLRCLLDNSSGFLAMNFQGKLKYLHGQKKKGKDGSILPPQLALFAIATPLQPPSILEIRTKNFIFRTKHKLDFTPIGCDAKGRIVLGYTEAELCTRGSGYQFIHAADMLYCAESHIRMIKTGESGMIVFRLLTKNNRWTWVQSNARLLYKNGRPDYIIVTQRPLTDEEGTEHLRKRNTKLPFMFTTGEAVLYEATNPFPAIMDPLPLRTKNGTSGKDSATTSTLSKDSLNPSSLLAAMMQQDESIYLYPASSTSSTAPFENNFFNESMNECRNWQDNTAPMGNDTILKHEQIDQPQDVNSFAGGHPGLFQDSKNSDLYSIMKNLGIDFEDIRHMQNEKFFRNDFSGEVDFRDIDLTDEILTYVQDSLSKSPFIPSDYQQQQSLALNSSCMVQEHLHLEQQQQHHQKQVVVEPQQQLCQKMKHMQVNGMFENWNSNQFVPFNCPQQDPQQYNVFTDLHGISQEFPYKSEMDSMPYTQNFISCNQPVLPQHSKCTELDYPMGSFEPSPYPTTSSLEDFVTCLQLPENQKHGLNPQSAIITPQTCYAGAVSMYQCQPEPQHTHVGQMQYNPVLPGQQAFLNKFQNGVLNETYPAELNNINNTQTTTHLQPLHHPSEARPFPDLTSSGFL
Fh CTSL1 inh: Fasciola hepatica cathepsin L1 inhibitors, primary screen, counter-screen for PFM18AAP inhibitor project, biochemical, QFRET, fluorogenic peptide substrate; recombinant F. hepatica cathepsin L1, Z-Leu-Arg-MCA fluorescence; inhibition, % at 5.96 µM; 0.49% of 300,000 active; AID 1906, 2009;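 active = inhibition above the mean of all tested compounds plus 3 SD, set per screening campaign, cut at about 17% in these data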;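 note: 0% = plate median of test compound wells and 100% = 1 µM Z-Phe-Ala-diazomethylketone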
* marks the source's active call; other numbers are inactive results; . = no result given.

Key to letters – A = proCasp3 act; B = PAFAH2 FP inh; C = core dimer inh; D = PP1 inh; E = TPT1 inhibitor; F = proCasp7 act; G = PP5 primary; H = AHR activator; I = Fh CTSL1 inh
COc1ccc(N(CCCN2C(=O)c3cccc4cccc(c34)C2=O)C(=O)c2cccc(OC)c2)cc1
  A: 4; B: -1; C: 10; D: 8; E: -1; F: 7; G: 3.2; H: 88*; I: -1
CN(C)CCCNS(=O)(=O)c1ccc(N2CCC(c3ccc(Cl)cc3)=N2)cc1
  A: 8; B: .; C: -15; D: 1; E: 1; F: 7; G: 2.1; H: -4; I: 8
Cc1c(OCC(=O)N2CCC(C(=O)O)CC2)ccc2c3c(c(=O)oc12)CCCC3
  A: -5; B: 7; C: 4; D: -4; E: -5; F: -2; G: 0.1; H: 0; I: -6
Cc1cc(NC(=O)CCCN2C(=O)/C(=C/c3cccs3)SC2=S)no1
  A: -1; B: -11; C: -4; D: 1; E: 2; F: -1; G: 2.8; H: -6; I: 0
Cc1ccc(N/N=C/c2c(O)cc(C)oc2=O)cc1
  A: -4; B: 5; C: -33; D: 0; E: -2; F: 1; G: -3.3; H: 9; I: 0
Oc1cc(-c2ccc(N3CCCCC3)nc2)cc2cccnc12
  A: -10; B: -5; C: .; D: .; E: .; F: -1; G: .; H: 7; I: .
COc1cc(/C=C2\SC(=S)N(NS(=O)(=O)c3ccc(C)cc3)C2=O)ccc1O
  A: -11; B: -150; C: -15; D: 3; E: 30*; F: 3; G: 0.3; H: 1; I: 7
Cc1onc(-c2ccccc2)c1C(=O)Nc1ccnn1C1CCCCC1
  A: -1; B: 5; C: -2; D: -4; E: -2; F: 1; G: 1.4; H: 4; I: -3
Cc1nc2cc(Nc3ccncc3)ccc2s1
  A: 8; B: 3; C: -1; D: -4; E: 0; F: 1; G: -1.8; H: 25; I: -1
CCCCCCC1NC(C(=O)O)CS1 (configuration not stated)
  A: -2; B: -3; C: -5; D: -9; E: 3; F: -7; G: 0.3; H: -1; I: 6
CCCCC(=O)N(CCOC)c1nnc(-c2cccnc2)s1
  A: -2; B: -2; C: -3; D: -1; E: -4; F: -2; G: 2.1; H: 1; I: -1
COc1cc(NC(=O)C2CCCN(c3ncccn3)C2)cc(OC)c1 (configuration not stated)
  A: 2; B: -3; C: 0; D: -1; E: 4; F: 3; G: 0.7; H: 15; I: -3
COc1ccc(/C=C(/NC(=O)c2ccccc2)C(=O)N/N=C/c2ccncc2)cc1
  A: 3; B: 0; C: -3; D: -1; E: -5; F: -4; G: -0.1; H: 5; I: 5
COC(=O)[C@H](CCSC)NC(=O)Nc1ccc(OC)cc1
  A: 7; B: 8; C: -3; D: 2; E: -3; F: 10; G: 0.2; H: 1; I: -3
Cc1ccc(CSCCNC(=O)c2ccc(NS(C)(=O)=O)cc2)cc1
  A: -1; B: -1; C: -1; D: -5; E: -6; F: 2; G: 0.4; H: 0; I: -1

Key to letters – A = proCasp3 act; B = PAFAH2 FP inh; C = core dimer inh; D = PP1 inh; E = TPT1 inhibitor; F = proCasp7 act; G = PP5 primary; H = AHR activator; I = Fh CTSL1 inh
COCCNC(=O)C(c1ccc(F)cc1)N(Cc1cccs1)C(=O)CCC(=O)Nc1ccccn1 (configuration not stated)
  A: 7; B: 1; C: 11; D: -4; E: -2; F: 9; G: 2.5; H: -1; I: -7
COc1ccc(-c2nc(NC(=O)CSc3nnc(C)s3)ns2)cc1
  A: 3; B: 2; C: 2; D: -7; E: 0; F: -11; G: 2.5; H: -1; I: -3
CCn1nc(C)c(NC(=O)Nc2cccc(Cl)c2Cl)c1C
  A: 1; B: -3; C: 10; D: -14; E: 3; F: 3; G: -4.5; H: 10; I: -8
CCNC(=O)COC(=O)c1ccc(-c2nc3ccccc3s2)s1
  A: 7; B: 11; C: -7; D: -2; E: -2; F: 11; G: -2.8; H: 7; I: 4
COc1ccc(OC)c(NC(=O)CSc2nc3ccccc3cc2Cc2ccccc2)c1
  A: 4; B: -1; C: 9; D: 1; E: 1; F: -1; G: 4.5; H: 1; I: 6
C=CCn1c(=O)c2ccccc2n2c(SCC(C)=O)nnc12
  A: 0; B: 0; C: -1; D: -4; E: 1; F: 5; G: 3.4; H: -2; I: 1
CN1CCN(C(=O)c2ccccc2NC(=O)c2cccs2)CC1
  A: 13; B: 1; C: -6; D: -4; E: 0; F: -1; G: 1.5; H: 2; I: -4
COc1cccc(/C=N/NC(=O)CC(=O)NCCc2ccccc2)c1OC
  A: 9; B: 2; C: -9; D: -4; E: 3; F: 7; G: 1.0; H: 5; I: -3
Cc1cc(CNC(=O)[C@H]2C[C@@H]2[C@H](NP(=O)(c2ccccc2)c2ccccc2)c2ccccc2)nn1C
  A: -3; B: .; C: -11; D: -2; E: -4; F: 7; G: 2.7; H: -1; I: 2
Cc1ccc(Sc2ccc([N+](=O)[O-])cc2[N+](=O)[O-])nc1
  A: -4; B: 3; C: 0; D: -4; E: 1; F: 9; G: 1.0; H: 2; I: -4
O=C(Nc1cc(C(F)(F)F)ccc1N1CCCC1)c1cccnc1
  A: -2; B: 14; C: 7; D: -4; E: 8; F: -13; G: 3.3; H: 21; I: -2
CCCN(CC(=O)Nc1ccccc1C)C(=O)CC(NC(=O)c1ccccc1)c1ccccc1 (configuration not stated)
  A: -10; B: 6; C: 4; D: 1; E: 0; F: -2; G: -0.5; H: 2; I: 2
CC(=O)c1ccc(Nc2c(C)n(C)n(-c3ccccc3)c2=O)cc1
  A: 7; B: 2; C: -2; D: 7; E: -1; F: -4; G: -3.3; H: -2; I: 5
Cc1cc(N)n2ncc(-c3cccc(Br)c3)c2n1
  A: 3; B: 13; C: -5; D: 0; E: 1; F: 3; G: 7.1; H: 93*; I: 1
Cc1cc(Br)cc2c(C(=O)NCC3CCCO3)cc(-c3cccs3)nc12 (configuration not stated)
  A: 5; B: -1; C: -5; D: -2; E: 5; F: 3; G: 1.3; H: 9; I: 3

Records listed above marked active in AHR activator.
SMILES | proCasp3 act | PAFAH2 FP inh | core dimer inh | TPT1 inhibitor | PP5 primary | AHR activator
COc1ccc(N(CCCN2C(=O)c3cccc4cccc(c34)C2=O)C(=O)c2cccc(OC)c2)cc1 | 4 | -1 | 10 | -1 | 3.2 | 88*
Cc1cc(N)n2ncc(-c3cccc(Br)c3)c2n1 | 3 | 13 | -5 | 1 | 7.1 | 93*

(listing goes on)
Key to letters – A = proCasp3 act; B = PAFAH2 FP inh; C = core dimer inh; D = PP1 inh; E = TPT1 inhibitor; F = proCasp7 act; G = PP5 primary; H = AHR activator; I = Fh CTSL1 inh
CCOC(=O)CCn1c(=S)n(CCC(=O)OCC)c2ccccc21
  A: -1; B: 2; C: -2; D: -5; E: 0; F: 4; G: 1.2; H: 4; I: 0
CC(C)(C)S(=O)(=O)c1cnc2c(S(=O)(=O)c3ccccc3)cnn2c1N
  A: 1; B: 30*; C: -3; D: -4; E: 3; F: 3; G: -0.4; H: 0; I: 2
CC#CC(=O)N1CCCC(Cc2cccc(OC)c2)(C(=O)OCC)C1 (configuration not stated)
  A: -11; B: 9; C: -11; D: -11; E: 0; F: 3; G: 5.3; H: 8; I: -7
Cc1ccc(OC(C)C(=O)Nc2ccc(F)cc2)c([N+](=O)[O-])n1 (configuration not stated)
  A: 6; B: 4; C: .; D: -2; E: .; F: -2; G: 0.9; H: 1; I: .
Oc1c(C(c2cccc(F)c2)N2CCN(Cc3ccccc3)CC2)sc2ncnn12 (configuration not stated)
  A: 0; B: -5; C: -2; D: -4; E: -2; F: 0; G: -1.6; H: -1; I: 0
COc1ccc(Br)cc1C(=O)NCc1cccnc1
  A: -5; B: -5; C: -7; D: 1; E: -1; F: -5; G: 0.5; H: 13; I: -4
Cc1ccc(-c2nnn(CC(=O)NCCC3=CCCCC3)n2)cc1
  A: 1; B: 2; C: -1; D: -3; E: 1; F: -3; G: 0.1; H: 0; I: -7
Cc1ccnc(NC(=O)C2CCN(S(=O)(=O)c3c(C)c(C)cc(C)c3C)CC2)c1
  A: -2; B: -2; C: 6; D: -4; E: 1; F: 3; G: 5.5; H: 14; I: 1
Cc1cccc2c(=O)c(C(=O)NCc3cccs3)c[nH]c12
  A: -2; B: -3; C: 0; D: -3; E: 2; F: 9; G: 0.3; H: 21; I: 5
COc1ccccc1OCCNC(=O)CNC(=O)c1ccc(C(C)(C)C)cc1
  A: 0; B: 0; C: .; D: 0; E: .; F: 3; G: -0.3; H: 4; I: .
COc1ccccc1-n1cnc(N)c1C(C)=O
  A: 6; B: -4; C: -1; D: 0; E: -4; F: -5; G: 1.4; H: 2; I: 4
COC(=O)c1sc(N/N=C/c2ccc(C(C)C)cc2)nc1C
  A: -24; B: 4; C: -10; D: 2; E: 3; F: -14; G: 0.7; H: 18; I: 4
COc1cc2ccccc2cc1C(=O)N(CCN(C)C)c1nc2c(F)cc(F)cc2s1
  A: 15; B: 1; C: -4; D: 2; E: -2; F: 7; G: 1.3; H: 2; I: 4
CCn1c(SCC(=O)NCc2ccccc2)nnc1-c1c[nH]c2ccccc12
  A: -2; B: 13; C: -3; D: 1; E: -1; F: 8; G: 1.4; H: -1; I: -5
CC1CCCCC1NC(=O)CSc1nncs1 (configuration not stated)
  A: 9; B: -6; C: -3; D: 1; E: 2; F: -1; G: 1.1; H: 2; I: -1
CCCn1nnnc1SCC(=O)Nc1ccc(F)cc1
  A: 1; B: 11; C: -2; D: -1; E: -1; F: 3; G: 1.2; H: 4; I: 2

Source: PubChem
